Compound activity from PubChem BioAssay.
B2AR arrestin – qHTS assay of beta-arrestin-biased ligands of beta2-adrenergic receptor. beta-arrestin recruitment to beta2AR, cell-based reporter. AID 492947, 2010. Beta-2 adrenergic receptor (Homo sapiens), P07550. Potency, µM (highest dose often 46.1 µM), without a hit: at the top dose activation, most hits filed as activators. 330,000 compounds, 0.02% hits;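 further: potency means the concentration at half of the fitted maximal effect; 0% = DMSO controls and full agonism = EC100 isoproterenol or metaproterenol; nearly all actives have a fitted effect of over 65% in size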
Target sequence (P07550 whole entry, looked up): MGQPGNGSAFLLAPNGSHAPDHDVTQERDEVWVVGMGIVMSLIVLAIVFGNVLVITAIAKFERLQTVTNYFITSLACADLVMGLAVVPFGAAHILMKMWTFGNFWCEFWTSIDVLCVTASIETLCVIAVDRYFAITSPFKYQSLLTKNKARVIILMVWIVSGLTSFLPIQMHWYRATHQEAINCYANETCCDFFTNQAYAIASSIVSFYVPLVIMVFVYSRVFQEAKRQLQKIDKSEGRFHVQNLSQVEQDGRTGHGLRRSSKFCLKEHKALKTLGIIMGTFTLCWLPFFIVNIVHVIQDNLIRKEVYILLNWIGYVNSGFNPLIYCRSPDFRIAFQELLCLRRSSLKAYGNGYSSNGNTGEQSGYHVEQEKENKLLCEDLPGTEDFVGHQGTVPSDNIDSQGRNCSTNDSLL
Menin-MLL TR inh – qHTS Assay for Inhibitors Targeting the Menin-MLL Interaction in MLL Related Leukemias: Competition With Texas Red Labeled MLL-derived Mutant Peptide; O00255; Menin + Texas Red MLL mutant peptide, fluorescence polarization; Potency, µM (doses to about 61.6 µM), for inactives: at the highest dose FP activity change, negative = inhibition, hits mostly inhibitors; 270,000 compounds, 0.23% hits; active means well fitted inhibition curve with a large enough effect in the polarisation, with a control signal flat, not every such curve was filed as active; inconclusive means small, poorly fitted or top-dose-only effect, or effect the other way, or a change in a side signal; inactive means no such curve, though single readings can be large or run the other way; the % refers to the polarisation; further: potency means the concentration at half of the fitted maximal effect; % of control where 0% means no effect; many of its hits are not listed in these tables
PKM2 activator – qHTS Assay for Activators of Human Muscle isoform 2 Pyruvate Kinase; Pyruvate kinase PKM (Homo sapiens), P14618; purified PKM2, Kinase-Glo ATP luminescence, activation; response scale: 0% is enzyme alone, no compound; Potency, µM (series often up to 57.5 µM), for inactives: top-dose activation, hits mostly activators; 260,000 compounds, 0.34% hits; AID 1631, 2009; further: potency means the concentration at half of the fitted maximal effect; on the % scale 0 is the no-effect control and ±100 the full control effect; nearly all actives have a fitted effect of over 55% in size
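Purified hPK-M2 (>95% pure) converted ADP (0.1 mM final) to ATP with 0.5 mM PEP in 50 mM imidazole pH7.2, KCl, MgCl2, Tween 20, BSA; 1 h at room temperature. ATP detected by Kinase-Glo luminescence.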
Chronic BCR inh – qHTS Assay to Find Inhibitors of Chronic Active B-Cell Receptor Signaling; AID 493014, 2011; ABC-DLBCL IkBa-CBG/CBR reporter, luminescence ratio, 4 h; 340,000 compounds, 0.05% hits; Potency, µM (highest dose often 46.1 µM), without a hit: top-dose ratio change, negative = lower green/red ratio, actives largely listed as inhibitors; active means well fitted inhibition curve with a large enough effect in the signal ratio, with a control signal flat, not every such curve was filed as active; inconclusive means small, poorly fitted or top-dose-only effect, or effect the other way, or a change in a side signal; the % refers to the signal ratio;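 further: potency means the concentration at half of the fitted maximal effect; plate controls were basal doxycycline-induced cells for no effect and cells given 10 µM MG132 for full effect; MG132 reads +100%, hits lower the ratio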
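Cell line TMD8 (human ABC DLBCL), stably expressing tet-inducible CBG68-IkBa fusion and CBR; IMDM/0.5% FBS; cpd up to 46 uM; dox induction, 4 h, 37C/5% CO2; dual luminescence; green/red ratio; MG132 control.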
a7 integrin act – qHTS for Activators of Integrin-Mediated Alleviation for Muscular Dystrophy; 350,000 compounds, 0.064% hits; alpha7betagal myoblasts, beta-gal FDG fluorescence, 48 h; Potency, µM (highest dose often 38.3 µM), for inactives: top-dose activation, usual class: activators; AID 624291, 2012;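 further: potency means the concentration at half of the fitted maximal effect; 100% = response of the positive control SU9516; nearly all actives have a fitted effect of over 60% in size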
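alpha7betagal+/- myoblasts (passage 13, 250/well) treated 48 h at 37C with compounds at 1:260 dilution of DMSO stock. Lysed, then beta-galactosidase activity read as FDG fluorescence (ex 480/em 540) after 30 min, with pre-read for autofluorescence.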
PTAP TSG101 blk – qHTS Assay for Iinhibitors of HIV-1 Budding by Blocking the Interaction of PTAP/TSG101 | Fluorescence polarization, FITC-PTAP peptide / Tsg101 binding | Potency, µM (top dose mostly 115 µM), for inactives: at the highest dose activity change, negative = inhibition, usual class: inhibitors | 340,000 tested, under 10 active | AID 493005, 2010; active means well fitted inhibition curve with a large enough effect in the main read-out, with a control signal flat, not every such curve was filed as active; inconclusive means small, poorly fitted or top-dose-only effect, or effect the other way, or a change in a side signal; inactive means no such curve, though single readings can be large or run the other way; further: potency means the concentration at half of the fitted maximal effect; % of control where 0% means no effect
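FP read-out: FITC-PTAP peptide, 50 nM final, binding Tsg101 binding domain, 10 uM final; 20 min, r.t.; 10 mM HEPES pH 7.5, 0.15 M NaCl, 0.01% Tween 20, 3 mM EDTA, 0.1 mM TCEP.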
GALK inh – qHTS Assay for Inhibitors of Human Galactokinase (GALK); Potency, µM (top dose mostly 57.5 µM), for the others: at the top dose activity change, negative = inhibition, actives largely listed as inhibitors; P51570; 270,000 compounds, 0.007% hits; AID 1868, 2009; Purified GALK, Kinase-Glo residual ATP luminescence; further: potency means the concentration at half of the fitted maximal effect; on the % scale 0 is the no-effect control and ±100 the full control effect
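Kinase-Glo Plus luminescence measured ATP left after a 1 h room-temperature reaction. The reaction used 5 nM GALK, 100 uM galactose and 35 uM ATP at pH 8.0 (20 mM HEPES, 5 mM MgCl2, 60 mM NaCl, 1 mM DTT, 0.01% BSA).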
Tb PFK block – qHTS Assay to Find Inhibitors of T. brucei phosphofructokinase; T. brucei PFK, ADP-Glo luminescence; Potency, µM (series often up to 57.5 µM), inactives show at the top dose activity, negative = inhibition, most hits filed as inhibitors; 330,000 compounds, 0.17% hits; AID 485367, 2010;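 further: potency means the concentration at half of the fitted maximal effect; 0% = uninhibited 1x PFK enzyme wells and -100% = no-enzyme wells; nearly all actives have a fitted effect of over 60% in size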
Target sequence (O15648 whole entry, looked up): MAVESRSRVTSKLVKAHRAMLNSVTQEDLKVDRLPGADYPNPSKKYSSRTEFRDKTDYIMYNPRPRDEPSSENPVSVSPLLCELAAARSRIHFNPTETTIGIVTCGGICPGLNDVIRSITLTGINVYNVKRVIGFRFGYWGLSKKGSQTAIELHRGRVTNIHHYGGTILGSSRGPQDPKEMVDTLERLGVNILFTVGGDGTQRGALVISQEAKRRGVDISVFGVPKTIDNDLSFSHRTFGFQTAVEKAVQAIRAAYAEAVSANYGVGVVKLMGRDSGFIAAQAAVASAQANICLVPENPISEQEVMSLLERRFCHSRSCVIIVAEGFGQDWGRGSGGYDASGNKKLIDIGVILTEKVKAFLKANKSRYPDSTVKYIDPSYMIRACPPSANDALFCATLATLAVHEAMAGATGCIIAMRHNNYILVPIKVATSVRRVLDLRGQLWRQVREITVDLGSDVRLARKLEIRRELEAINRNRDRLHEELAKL
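ADP-Glo luminescence quantified ADP after 45 min at room temperature, with 1.25 nM T. brucei PFK, 0.1 mM ATP and 0.5 mM fructose-6-phosphate in pH 8.0 TEA buffer. qHTS titrations up to 57 µM; curves classified by quality.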
S-ASM inh – Inhibitors of Secretory Acid Sphingomyelinase (S-ASM): qHTS | placental ASM, HMU-PC fluorogenic substrate, 60 min | Potency, µM (titrated, usually from 57.5 µM), inactives show at the highest dose activity change, negative = inhibition, actives largely listed as inhibitors | 340,000 compounds, 0.006% hits | AID 504937, 2011; further: potency means the concentration at half of the fitted maximal effect
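Steps: dispense placental human ASM, pin compound, wait 10 min at room temperature, add HMU-PC0 substrate at 9 uM final, incubate 60 min at 37 °C, add stop solution raising pH to 10, read fluorescence.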
Giardia kill – Small Molecules that selectively kill Giardia lamblia: qHTS | Giardia lamblia trophozoite viability | activity change, % at 7.66 µM, hits read low | 340,000 compounds, 0.15% hits | AID 540267, 2011; in the data active means activity change below about -80%; inconclusive means between about -30% and that limit;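 further: parasites exposed to compound for two days anaerobically before the ATP read; on the % scale 0 is the no-effect control and ±100 the full control effect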
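Luminescent ATP signal served as the viability read-out, measured 15-30 min after adding ATP detection reagent to trophozoites that had been incubated with compounds for 48 hrs at 37 deg C anaerobically at 100 cells/well.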
Coupling enz – qHTS Assay for Inhibitors of Fructose-1,6-bisphosphate Aldolase from Giardia Lamblia: Coupling assay counterscreen; activity change, negative = inhibition, % at 58.2 µM, hits read low; coupling enzyme system counterscreen, AmpLite Red fluorescence; AID 2472, 2010; 290,000 compounds, 0.67% hits; in the data active means activity change below about -30%; further: on the % scale 0 is the no-effect control and ±100 the full control effect
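Fluorescence at 525 nm excitation and 598 nm emission measured inhibition of the coupled detection system without aldolase. Compounds (at 57.5 uM final) were preincubated 10 min at room temperature with coupling enzyme reagent before a 20 min substrate/AmpLite Red step.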
Starred values were filed as active, the others as inactive; ? = inconclusive; / = no result given; [ ] = remark or other dose. Unless noted, the call rests on the fitted dose curve; in most records, active means well fitted curve in the direction sought with a large enough effect; inconclusive means small, poorly fitted or top-dose-only effect, or another doubt; inactive means no such curve, though single readings can be large; an effect the other way counts as inactive or inconclusive. These rows are one share of the data; the hit share may differ from the screen's.

SMILES	B2AR arrestin	Menin-MLL TR inh	PKM2 activator	Chronic BCR inh	a7 integrin act	PTAP TSG101 blk	GALK inh	Tb PFK block	S-ASM inh	Giardia kill	Coupling enz
Cc1cccc(C)c1NC(=O)CS(=O)CC(=O)Nc1ccc(N2CCOCC2)cc1 (stereo not given)	-0.2%	-8%	-2%	-4%	-14%	-10%	8%	-4%	5%	-11	0
CCC(=O)n1nc(-c2ccc(OC)cc2)nc1NCc1cccs1	-0.4%	18%	6%	6%	0%	0%	7%	1%	-16%	10	-2
C=CC[C@@H](CC(=O)NCCO)C(=O)N[C@@H](COC(=O)[C@@H](CC=C)Cc1ccc(F)cc1)Cc1ccccc1	-2.4%	/	/	-4%	-17%	-8%	/	1%	4%	3	/
O=C(/C=C/c1ccccc1)NCCN1CCOCC1	-1.5%	-2%	-9%	5%	14%	1%	2%	-4%	7%	-5	0
CCC1=NN(C(=O)c2ccc(Br)cc2)C(O)(c2ccc(C)cc2)C1 (stereo not given)	-0.8%	-11%	-1%	?	17%	-1%	0%	3%	-8%	4	8
CCOC(=O)c1nn(-c2ccccc2C)c2nc(-c3ccc(Cl)cc3)c(C#N)c(=O)n12	-0.2%	/	1%	?	-4%	-1%	1%	1%	-2%	-26	4
Cc1ccc(NC(=O)CN2C(=O)C3C4C=CC(C4)C3C2=O)cc1 (stereo not given)	0.0%	5%	0%	-1%	-27%	0%	-3%	-3%	2%	3	0
Cc1ccc(S(=O)(=O)N2CCN(Cc3ccco3)CC2)c(C)c1	-0.5%	/	1%	1%	29%	-3%	7%	-1%	-1%	1	/
Cc1ccc(CNC(=O)CS(=O)Cc2nc(-c3cccs3)oc2C)cc1 (stereo not given)	0.4%	-4%	13%	1%	-2%	-1%	0%	1%	0%	-5	-1
COC(=O)c1cc(C(=O)c2ccc(Cl)cc2)n2c(=O)/c(=C\N(C)C)sc12	-0.1%	8%	/	-3%	?	?	2%	3%	-25%	-3	0
O=C(Nc1ccc(Br)cc1F)C1CCCN(S(=O)(=O)c2cnc[nH]2)C1 (stereo not given)	-0.3%	8%	-6%	-8%	3%	-1%	2%	0%	3%	-1	0
O=C(c1ccccc1)N1CCCC(C(=O)N2CCCCC2)C1 (stereo not given)	0.2%	11%	/	-4%	-21%	-2%	2%	1%	5%	4	0
O=C(Cc1ccc(Br)cc1)NCCN1CCOCC1	0.4%	-1%	/	0%	0%	-9%	0%	-1%	19%	16	-1
CCOC(=O)COc1cccc2c(=O)n(CC(=O)NCc3ccc(F)cc3)ccc12	-0.7%	/	6%	?	13%	-7%	2%	1%	3%	-4	3
COC(=O)c1cc(S(=O)(=O)NCC2CCN(Cc3cc(C)ccc3C)CC2)c[nH]1	-0.3%	1%	0%[0.46 µM]	0%	-5%	-5%	5%	-1%	-5%	3	2
CS(=O)(=O)N(Cc1ccccc1)c1ccccc1C(=O)O	-0.2%	-1%	-2%	0%	16%	-6%	0%	-17%	4%	2	1
O=C(CSc1nc2cc(Cl)ccc2o1)c1cccs1	-2.6%	?	1%	-2%	12%	-3%	2%	5%	2%	3	-4
O=C(OCC(CO)OC(CO)n1ccc(=O)[nH]c1=O)c1ccccc1 (stereo not given)	-0.6%	-5%	3%	0%	21%	3%	1%	-4%	2%	-1	-1
CCc1c(C)sc(NC(=O)c2cccs2)c1C#N	0.1%	-1%	-1%	?	3%	-2%	1%	0%	-1%	-13	-16
Cc1cc(C2=NNC(=NC3CC3)SC2)c(C)n1-c1c(C)n(C)n(-c2ccccc2)c1=O	-0.4%	-15%	-5%	0%	9%	-1%	/	2%	7%	0	-3
O=C(CCN1C(=O)c2ccccc2C1=O)N1CCC(c2ccccc2)C1 (stereo not given)	0.0%	-18%	-6%	7%	-25%	-5%	0%	3%	0%	18	0
Cc1nc2sccn2c(=O)c1Br	-1.1%	5%	-10%	14%	-7%	-8%	1%	-6%	7%	-6	-1
COCCN1C(=O)/C(=C/c2cc3c(cc2Br)OCO3)NC1=S	-1.0%	?	-2%	3%	-12%	-4%	0%	2%	-1%	-9	-8
CCn1c(SCC(=O)Nc2ccccc2Br)nnc1-c1cnccn1	-0.1%	/	/	-5%	-20%	-3%	1%	-2%	0%	19	/
COc1cc2oc(-c3ccc(O)cc3)cc(=O)c2c(OC)c1O	-0.5%	-7%	-12%	?	-10%	-7%	-2%	7%	-5%	11	-2
SMILES	B2AR arrestin	Menin-MLL TR inh	PKM2 activator	Chronic BCR inh	a7 integrin act	PTAP TSG101 blk	GALK inh	Tb PFK block	S-ASM inh	Giardia kill	Coupling enz
Cc1cc(NC(=O)CSc2nc3c(c(=O)n2-c2ccc(Br)cc2)SCC3)no1	-0.3%	18%	3%	-4%	23%	2%	0%	0%	-3%	20	3
O=C(NC(=O)N1CCCc2ccccc21)c1ccccc1	0.8%	5%	0%	-7%	8%	3%	2%	3%	3%	-4	2
COc1ccc(NC(=O)CN(c2ccc(C(C)C)cc2)S(=O)(=O)c2c(C)noc2C)cc1OC	0.1%	1%	0%	-6%	-3%	0%	-2%	-16%	-1%	-7	-1
CCCCC(CC)CNC(=O)C1CCCN(S(=O)(=O)c2cnc[nH]2)C1 (stereo not given)	-0.2%	-1%	-9%	-2%	4%	0%	0%	-1%	1%	-27	2
C=CC[C@@H](CC(=O)N[C@@H](CO)Cc1ccccc1)C(=O)N[C@H](COC(=O)[C@@H](CC=C)CC(=O)OC(C)(C)C)Cc1ccccc1	0.2%	/	/	-2%	-29%	0%	/	25%	-5%	-6	/
CC(C)Cc1nc(SCC(=O)NCC2CCCO2)c2c(=O)n(C)c(=O)n(C)c2n1 (stereo not given)	-0.8%	-5%	-2%	-1%	36%	-4%	1%	2%	2%	-20	-2
COC(=O)c1ccc(=O)c2nc3/c(=C/O)c(O)cc(=O)c3[nH]c12	-0.2%	/	-4%	?	21%	?	/	-18%	-23%	-26	-7
CC(C)c1nnc(SCC(=O)NC(C)(C)C)n1C	0.2%	-5%	29%	5%	3%	-8%	2%	2%	5%	-10	-2
CCOC(=O)c1cc(-c2ccccc2)sc1NC(=O)C(C)C	-0.3%	0%	-15%	4%	-32%	0%	1%	-13%	-1%	-2	2
O=C(CSc1ncccn1)N1CCCc2ccccc21	0.3%	2%	-1%	?	-17%	0%	3%	-4%	-1%	-19	3
CC(C)(C)n1ncc2c(=O)n(CC(=O)N3CCCC3)cnc21	0.6%	8%	0%	1%	-21%	0%	2%	0%	5%	31[activator]	0
COC(=O)c1cc(S(=O)(=O)NCCN2CCOCC2)cn1C	0.1%	3%	/	10%	-1%	-3%	-3%	0%	-2%	-3	-2
COc1ccc(NC(=O)CCl)cn1	0.2%	/	0%	-6%	/	/	-2%	1%	/	/	-40*
Cc1ccc(C(=O)NC(=S)Nc2cccc3nsnc23)cc1	2.1%	21%	1%	12%	13%	-7%	-3%	0%	6%	-25	-29
Cc1nn(C)cc1S(=O)(=O)Nc1ccc2c(c1)OCCO2	0.0%	-5%	0%	2%	6%	-6%	1%	1%	2%	-5	-4
CCN(CC)C(=O)c1sc(NC(=O)c2ccc(OC)c([N+](=O)[O-])c2)c(C#N)c1C	-0.7%	12%	5%	0%	/	/	2%	-3%	/	/	-1
CCN1CCCC1CNC(=O)Cn1nc(C)n2c(cc3cc(F)ccc32)c1=O (stereo not given)	3.0%	/	/	4%	-17%	-6%	8%	1%	-2%	16	/
Nc1nnc(SCCCC(=O)c2ccccc2)s1	0.1%	1%	-1%	-4%	6%	-1%	-4%	3%	3%	0	3
COc1cccc(NC(=O)CN(C)C(=O)/C=C/c2cn(Cc3ccccc3)nc2-c2cccnc2)c1	-0.4%	/	/	-12%	0%	-1%	/	4%	3%	-14	/
